Bioassay records deposited in PubChem BioAssay by several laboratories.
SARS 3CLpro inh: SARS-CoV 3CLpro protease inhibition; P0C6X7; recombinant SARS-CoV 3CLpro, quenched FRET peptide cleavage; inhibition, % at 6 µM; 0.14% of 290,000 active; AID 1706; in the data active means inhibition above about 12%
CCHFV vOTU inh: CCHFV vOTU protease inhibition; Pep-AMC fluorescence; inhibition, % at 11.5 µM; 0.55% of 370,000 active; in the data active means inhibition above about 30%; further: 0% = vehicle wells with enzyme and 100% = no enzyme wells
SSB-PriA inh: K. pneumoniae PriA-SSBct interaction inhibition | AlphaScreen SSBct-PriA binding, biotinylated peptide | inhibition, % at 33 µM | 0.6% of 430,000 active | AID 1272365; in the data active means inhibition mostly above about 37%, no sharp cut-off; inactive means mostly below about 20%;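 further: plate controls were negative control peptide for no effect and reference peptide for full effect; strong numbers were not always called active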
BoNT F protease: blocks Botulinum neurotoxin F light chain protease; Multiplex microsphere protease cleavage assay, flow cytometry; inhibition, % at 10 µM; 0.22% of 360,000 active; in the data active means inhibition above about 35%, passing the limit was not always enough; inconclusive means no clear call, values can overlap the other calls; further: plate controls were buffer without enzyme for full effect and enzyme alone for no effect
PrPC surface inh: cell surface PrPC inhibition, primary TR-FRET screen. inhibition, % at 13.8 µM. TR-FRET read-out. 0.43% of 370,000 active. P04156; in the data active means inhibition above about 24%; further: 0% = median of the test wells and 100% = reference compound wells
Rv3671c inh: inhibitors of M. tuberculosis serine protease Rv3671c. inhibition, % at 5.96 µM. 0.048% of 320,000 active. P9WHR9; in the data active means inhibition above about 38%;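 further: extracellular domain of Rv3671c used as enzyme; 0% = enzyme with DMSO and 100% = no enzyme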
MazEF act: activators of E. coli MazEF toxin-antitoxin RNase; P0AE70; 0.32% of 350,000 active; activation, % at 20 µM; FAM/BHQ RNA-DNA oligo cleavage fluorescence, 5 h; in the data active means activation above about 50%
Target sequence (P0AE70 whole entry, looked up): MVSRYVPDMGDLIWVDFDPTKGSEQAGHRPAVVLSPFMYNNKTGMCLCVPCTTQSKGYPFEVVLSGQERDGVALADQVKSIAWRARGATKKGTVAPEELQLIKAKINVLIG
VHR inh abs: DUSP3 (human) phosphatase inhibition | recombinant VHR phosphatase, pNPP absorbance | inhibition, % at 13.3 µM | 0.52% of 290,000 active | AID 1654; in the data active means inhibition above about 50%; further: some compounds called inactive have numbers as strong as hits
Target sequence (P51452 whole entry, looked up): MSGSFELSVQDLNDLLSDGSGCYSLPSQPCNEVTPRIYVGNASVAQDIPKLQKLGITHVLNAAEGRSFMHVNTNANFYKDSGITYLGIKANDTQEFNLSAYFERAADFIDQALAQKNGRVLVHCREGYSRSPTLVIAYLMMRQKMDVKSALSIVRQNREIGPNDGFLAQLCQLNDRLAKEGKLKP
BoNT A protease: inhibitors of Botulinum neurotoxin A light chain protease; multiplex microsphere protease substrate cleavage, flow cytometry; inhibition, % at 10 µM; 0.17% of 360,000 active; AID 588499; further: plate controls were buffer without enzyme for full effect and enzyme alone for no effect
Anthrax LF prot: anthrax lethal factor protease inhibition. AID 588501. inhibition, % at 10 µM. 0.12% of 360,000 active. multiplex microsphere protease cleavage assay, LF; further: plate controls were buffer without enzyme for full effect and enzyme alone for no effect
Target sequence (P15917 whole entry, looked up): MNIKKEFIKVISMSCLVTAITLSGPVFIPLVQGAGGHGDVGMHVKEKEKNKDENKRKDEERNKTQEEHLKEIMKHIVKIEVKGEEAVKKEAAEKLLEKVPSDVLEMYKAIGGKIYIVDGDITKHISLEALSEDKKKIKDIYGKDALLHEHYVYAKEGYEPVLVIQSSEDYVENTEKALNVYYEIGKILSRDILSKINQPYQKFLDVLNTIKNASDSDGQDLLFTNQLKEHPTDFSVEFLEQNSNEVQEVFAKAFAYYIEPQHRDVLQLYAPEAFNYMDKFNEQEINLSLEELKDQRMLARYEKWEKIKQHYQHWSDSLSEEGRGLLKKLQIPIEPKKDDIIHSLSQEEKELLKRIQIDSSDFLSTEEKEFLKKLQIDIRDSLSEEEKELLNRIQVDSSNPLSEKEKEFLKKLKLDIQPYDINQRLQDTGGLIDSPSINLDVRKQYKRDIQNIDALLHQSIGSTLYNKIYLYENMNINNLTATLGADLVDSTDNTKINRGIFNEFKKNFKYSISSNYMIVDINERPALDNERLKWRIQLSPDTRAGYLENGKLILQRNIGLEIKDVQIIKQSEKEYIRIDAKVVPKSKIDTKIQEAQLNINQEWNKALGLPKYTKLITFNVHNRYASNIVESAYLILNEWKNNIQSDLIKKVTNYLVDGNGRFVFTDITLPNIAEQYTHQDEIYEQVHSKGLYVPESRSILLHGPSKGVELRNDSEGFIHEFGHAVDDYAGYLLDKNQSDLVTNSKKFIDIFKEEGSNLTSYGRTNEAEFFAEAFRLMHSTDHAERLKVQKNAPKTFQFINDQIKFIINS
Numbers without * were called inactive; i = inactive; ? = inconclusive; · = no result given; & = joins results of further samples. Unless noted, no stated cut-off is given here; in the data, active means inhibition above about 30%; inconclusive means no clear call, values can overlap the other calls; inactive means below that.

SMILES	SARS 3CLpro inh	CCHFV vOTU inh	SSB-PriA inh	BoNT F protease	PrPC surface inh	Rv3671c inh	MazEF act	VHR inh abs	BoNT A protease	Anthrax LF prot
Cc1ccc(N(CC(=O)N2CCN(c3ccc(F)cc3)CC2)S(=O)(=O)c2c(C)nn(C)c2C)cc1	-1	-5	7	-3	-4	-5	4	42	-1.0	-4
CCOC(=O)c1nn(-c2ccc(C)cc2)c(=O)cc1OCC(=O)Nc1cccc(OC)c1	·	-4	-7	·	3	3	8	·	·	·
CC(C)c1ccc(/C=C/C(=O)N2CCCCCC2)cc1	-4	24	-7	0	2	-3	1	-3	0.4	0
O=C(Nc1ccccc1)c1cc(S(=O)(=O)Nc2cccnc2)ccc1Cl	3	6	-1	-8	-4	3	4	-2	-2.1	-2
CC(=O)C1=C(O)C(CSCc2ccccc2)N(C)C1=O (configuration not stated)	·	-8	-9	-4	6	·	3	·	-0.5	-9
CCOC(=O)Cn1cc(C(=O)OC)c2ccccc21	3	19	-18	4	3	3	-2	25	-0.8	0
Cc1cc2c(cc1C)NP(=S)(c1ccccc1)N2	·	3	9	-4	9	·	7	·	-1.0	-2
O=C(Nc1ccc(F)c(Cl)c1)C1Cc2c(-c3ccc(Cl)cc3)ccnc2O1 (configuration not stated)	·	1	·	7	1	·	·	·	0.6	3
C#C[C@]1(O)CCC2C3CC=C4C[C@H](O)CC[C@]4(C)C3CC[C@@]21C (some centres not stated)	·	-4	-10	0	7	·	-15	·	-0.5	0
CN1CCC(=O)N([C@H](CO)Cc2ccccc2)CC1	-9	4	-2	2	-3	3	12	9	-0.4	-6
Cc1ccc(C=Nc2ccccc2C(N)=O)o1	2	11	3	-1	-5	-7	-8	17	-0.5	0
CC(C)(Oc1ccc(Cl)cc1)C(=O)O/N=C(\N)c1ccncc1	0	4	i	-25	-1	-2	2	24	-2.3	-1
COc1ccc(CNC(=O)c2c(C)nc3ccccn23)cc1	-5	-5	-6	16	4	-2	6	-1	1.4	3
Cc1ccc2c(c1)C1(OCCCO1)C(=O)N2CC(=O)NN	·	-18	-2	·	-1	1	8	·	·	·
O=C(Nc1ccccc1Cl)N1CCN(C/C=C/c2ccccc2)CC1	0	4	-6	-14	-6	-3	0	2	-0.3	1
CC(=O)Nc1cccc(NC(=O)c2cccc(Cl)c2)c1	·	-7	·	-3	-4	·	·	·	-0.2	1
Cc1ccc(S(=O)(=O)N(C)CC(=O)N2CCN(Cc3ccccc3)CC2)cc1	-5	-2	-9	5	-6	·	4	4	2.5	0
O=c1c(C(c2ccc(F)cc2)c2c(O)nc3n(c2=O)CCS3)c(O)nc2n1CCS2	-2	20	-12	?	9	3	289*	-11	4.1	10
Cc1ccc2nc(CNC(=O)C3CCC(=O)N(Cc4ccccc4F)C3)cn2c1 (configuration not stated)	4	10	7	-1	4	·	0	-2	1.7	2
COc1ccc(COc2ccc3c(C)cc(=O)oc3c2)cc1	2	20	-25	10	-6	-8	6	11	0.3	-8
C[C@@H]1C(c2ccccc2)=NN(c2ccccc2)[C@H]1C(=O)N1CCOC1=O	·	7	-60	2	1	·	0	·	0.5	-5
Cc1ccc(S(=O)(=O)N2CCN(Cc3cc(=O)n4ccccc4n3)CC2)cc1C	·	-15	-4	3	-12	7	-16	·	2.5	0
CC(=O)c1ccc(NC(=O)CN2CCOCC2)cc1	0	-1	-23	-20	1	-2	4	4	-1.5	19
O=S(=O)(c1ccccc1)N1CCN(c2ncnc3sc(-c4ccccc4)cc23)CC1	-4	-8	-2	8	0	·	-24	-16	0.9	2
COC(=O)c1ccccc1NC(=O)C1CCN(C(=O)c2ccc(OC)cc2)CC1	-2	14	8	5	-6	4	6	29	-0.6	0
C/C=C\C=C/C(=O)Nc1cccc(C2=NOC3(C2)C[C@@H](C(N)=O)N(C(=O)/C=C/C=C\C)C3)c1 (some centres not stated)	·	·	-5	9	·	-31	-4	30	1.1	-2
Cc1cc(C(C)(C)C)n2nc(C)c(-c3ccccc3)c2n1	4	-10	-1	8	-6	-1	-16	0	-2.4	-11
COc1ccc(C)cc1S(=O)(=O)N1CCN(S(=O)(=O)c2cc(C(=O)O)ccc2C)CC1	-1	-6	-20	2	1	2	6	5	-3.1	-8
Cc1nc2cc(-c3ccccc3)nn2c(C)c1CCC(=O)NCc1ccco1	-4	5	-13	0	-2	-5	-3	4	-1.2	0
CCOc1ccc(NC(=O)CSc2nc3nc(C)cc(C)n3n2)cc1	2	0	3	9	4	-3	8	34	-2.6	0
Cc1nc2c([nH]1)C1(CCN(Cc3ccccc3)CC1)C(C#N)=C(N)O2	-6	40*	3	8	-10	12	18	-10	0.1	-1
COc1ccc(C(=O)CSc2nnc(-c3ccco3)c(-c3ccco3)n2)cc1	1	12	-1	-1	-5	·	-2	33	2.9	0
CCC(=O)Nc1ccc(F)c(Cl)c1	-2	3	-4	4	-3	4	3	-12	0.1	-4
CCOc1ccccc1N(C)C(=O)Cn1ncc2c([nH]c3ccc(C)cc32)c1=O	-2	16	-11	-1	-1	-6	3	3	-0.1	-4
O=C(NCc1cccs1)C1CCN(S(=O)(=O)c2ccc(Br)s2)CC1	2	3	-2	-8	-3	-10	8	13	1.2	3
N#Cc1cccc(NC(=O)C2CCCN(C(=O)c3ccc(Cl)cc3)C2)c1 (configuration not stated)	·	6	-1	-6	9	-5	0	·	-0.4	-4
Cc1cc(NC(=O)CN2CCN(C)CC2)no1	2	-11	-13	-10	6	-6	3	17	-1.4	0
O=C(NCCc1ccccc1)c1nc2c(nnn2Cc2ccccc2Cl)c(=O)[nH]1	0	8	0	-4	0	-5	-3	31	-1.9	-5
O=C(c1ccc2c3c(cccc13)CC2)C1CCCN(Cc2ncc[nH]2)C1 (configuration not stated)	-3	-13	36	-10	-7	-2	6	15	0.2	3
O=C1CC[C@@H]2CC3(C[C@@H]4CCN1[C@H]24)Nc1cc([N+](=O)[O-])ccc1NC3=NC1CCCCC1 (some centres not stated)	·	0	4	4	-23	·	5	·	0.2	-3
O=C(NCc1ccco1)c1n[nH]c(=O)c2ccccc12	4	-6	-12	-2	-3	3	10	24	0.2	-4
CCc1ccccc1NC(=O)CN(C)C(=O)COC(=O)c1c(Cl)cccc1Cl	·	0	1	33	-2	·	-3	·	4.8	6
CCN(CC)c1cc(Oc2ccccc2)ncn1	2	-3	-20	-4	1	1	3	10	-0.4	6
CCOC(=O)c1ccc(NC(=O)Cn2cnc3cc(C)c(C)cc32)cc1	4	-6	-2	-16	14	-9	4	9	-0.3	0
O=c1[nH]c2ccc(NC(=S)Nc3ccccc3Cl)cc2[nH]1	-1	9	-14	-9	5	2	17	-4	-1.0	-1
COc1ccc(CCNC(=O)c2c(C)nn(CC(C)C)c2Cl)cc1OC	-4	2	-2	2	3	·	5	14	-0.5	-1
O=C(CCc1ccccc1)NC(=S)NCc1ccco1	-1	1	-15	0	-2	3	4	35	-0.3	-1
Cc1cc(C(=O)CCC(=O)Nc2ncccc2O)c(C)s1	·	5	-7	7	6	3	3	·	2.8	0
COc1ccc(CNC(=O)CCC(=O)N2C[C@H]3C[C@H](C2)c2cccc(=O)n2C3)cc1OC	5	-3	·	-9	1	15	2	9	-0.3	-11
COc1ccc(CCCc2nnc(SCC(=O)Nc3nccs3)n2C)cc1C	-3	-6	-11	16	1	-2	-18	9	1.0	0
O=C(COC(=O)CCC(=O)c1cccs1)NCc1ccco1	-1	-10	-20	-8	1	·	-5	-5	-0.5	2
CC(=O)C1=C(O)C(=O)N(c2ccc(O)cc2)C1c1ccccc1Cl (configuration not stated)	-3	-1	-22	?	-6	2	-4	12	-4.3	-3
Cc1ccc2c(=O)c(CN3CCCCCC3)c(C)[nH]c2c1C	-1	-12	-8	-34	2	-4	-6	-1	-8.6	-6
Clc1ccccc1CN(Cc1ccccc1)C(c1cccs1)c1nnnn1C1CCCC1 (configuration not stated)	3	9	-6	17	0	-4	1	-7	0.3	-1
O=C(N/C(=C\c1ccco1)C(=O)N1CCOCC1)c1ccccc1Cl	-2	3	3	9	-14	0	14	38	0.5	-6
COc1ccc(NC(=O)CSc2nc(C(C)C)nc3c2c(=O)n(C)c(=O)n3C)c(OC)c1	0	24	-7&-11	-20	0	-4	-1	16	-4.0	-2
COc1ccc(C(=O)NCC2CCCCC2)cc1S(=O)(=O)N1CCOCC1	·	4	-11	-2	0	0	0	·	0.1	-4
Cc1cc2cc(CNC(=S)Nc3ccc(OC(F)(F)F)cc3)ccc2[nH]1	4	16	58*	-89	1	2	4	-7	28	-55
COc1ccc(CN(C)C(=O)c2cc(S(=O)(=O)N3CCOCC3)ccc2N2CCCC2)cc1	·	5	-12	1	-2	5	3	·	2.5	-2
CCOC(=O)N1CCC(N2Cc3cccc(C(=O)Nc4cc(F)ccc4F)c3C2=O)CC1	2	0	-3	4	-9	-3	10	21	0.5	3

In a second layout: results already given.
> Cc1ccc2c(=O)c(CN3CCCCCC3)c(C)[nH]c2c1C
  SARS 3CLpro inh = -1; CCHFV vOTU inh = -12; SSB-PriA inh = -8; BoNT F protease = -34; PrPC surface inh = 2; Rv3671c inh = -4; MazEF act = -6; VHR inh abs = -1; BoNT A protease = -8.6; Anthrax LF prot = -6
> Clc1ccccc1CN(Cc1ccccc1)C(c1cccs1)c1nnnn1C1CCCC1 (configuration not stated)
  SARS 3CLpro inh = 3; CCHFV vOTU inh = 9; SSB-PriA inh = -6; BoNT F protease = 17; PrPC surface inh = 0; Rv3671c inh = -4; MazEF act = 1; VHR inh abs = -7; BoNT A protease = 0.3; Anthrax LF prot = -1
> O=C(N/C(=C\c1ccco1)C(=O)N1CCOCC1)c1ccccc1Cl
  SARS 3CLpro inh = -2; CCHFV vOTU inh = 3; SSB-PriA inh = 3; BoNT F protease = 9; PrPC surface inh = -14; Rv3671c inh = 0; MazEF act = 14; VHR inh abs = 38; BoNT A protease = 0.5; Anthrax LF prot = -6
> COc1ccc(NC(=O)CSc2nc(C(C)C)nc3c2c(=O)n(C)c(=O)n3C)c(OC)c1
  SARS 3CLpro inh = 0; CCHFV vOTU inh = 24; SSB-PriA inh = -7&-11; BoNT F protease = -20; PrPC surface inh = 0; Rv3671c inh = -4; MazEF act = -1; VHR inh abs = 16; BoNT A protease = -4.0; Anthrax LF prot = -2

Additional results.
SMILES	SARS 3CLpro inh	CCHFV vOTU inh	SSB-PriA inh	BoNT F protease	PrPC surface inh	Rv3671c inh	MazEF act	VHR inh abs	BoNT A protease	Anthrax LF prot
Cn1ncc([N+](=O)[O-])c1C(=O)Nc1ccccc1C(=O)O	4	-4	-4	?	-5	0	5	-2	0.1	5
Nc1ccc(Oc2ccccc2F)nc1	1	7	4	·	-3	3	10	-10	·	·
CSc1ccccc1NC(=O)C1(C)CCN1C(=O)CCC1CCCC1 (configuration not stated)	·	16	·	-4	8	·	·	·	0.1	-2
Cc1cc(=O)oc2cc(OC(C)C(=O)NCCCn3ccnc3)ccc12 (configuration not stated)	-2	-15	9	0	0	-3	1	18	2.3	-1
C[C@H](NC(=O)C1CCN(C(=O)[C@H](Cc2ccccc2)NC(=O)OC(C)(C)C)CC1)C(=O)O	-5	-14	-17	0	0	0	0	41	-0.5	-11
CN(Cc1ccccc1)C(=O)COC(=O)c1ccc(Br)o1	·	-7	0	-1	-2	-3	2	·	-0.3	0
CC(C)Cc1ccc(C(C)C(=O)Nc2ccc(O)cc2)cc1 (configuration not stated)	3	30*	15	-4	28*	-5	-3	22	0.0	-2
C=CCn1c(SCC(=O)Nc2ccc3c(c2)CCC3)nnc1-c1cccs1	-6	15	3	-9	1	-4	-6	-9	0.8	1
Cc1cccc(-n2c(-c3ccco3)n[nH]c2=S)c1	0	1	-14	-2	31*	-10	-4	5	-0.5	-1
CC(C)Nc1nc(NC(C)C)nc(N(C)N)n1	-1	-3	65*	-13	4	-12	6	5	-2.8	-4
Cc1ccc2c(c1)N(C(=O)CCC(=O)N1CCc3ccccc3C1)CCO2	7	18	4	3	2	13	5	12	0.0	-4
COc1ccc(/C=N/NC(=O)C(N)=O)c(OC)c1OC	-5	-5	·	-2	-2	2	4	-4	0.9	0
COc1cccc(C(C(=O)NC2CCCCC2)N(CC2CCCO2)C(=O)CNC(=O)c2ccco2)c1 (configuration not stated)	-7	-10	-6	-9	-4	-2	-4	16	-0.8	-2
Cc1c(C(N)=O)sc2ncn(CCOc3ccccc3)c(=O)c12	-4	-12	6	-3	3	-7	4	-1	0.2	-3

The list is partial; the hit share may differ from the screen's.
